High-throughput results: PubChem, Broad Institute
Casp6 inh – human caspase-6 inhibitors, primary screen, biochemical, VEID-R110 fluorescence, single point, set 2 | purified caspase-6, Z-VEID-R110 cleavage fluorescence | inhibition, % at 12.5 µM | P55212 | AID 686996, 2013 | 350,000 compounds, 0.53% hits;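 active = mean inhibition across replicates at least about 35%, with every replicate also reaching that limit, limit read from the data; inconclusive = only one of the two criteria met; inactive = neither criterion met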;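 also: 0% = median of neutral control wells and 100% = no fluorescence left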
Target sequence (P55212 24-179 limits assumed): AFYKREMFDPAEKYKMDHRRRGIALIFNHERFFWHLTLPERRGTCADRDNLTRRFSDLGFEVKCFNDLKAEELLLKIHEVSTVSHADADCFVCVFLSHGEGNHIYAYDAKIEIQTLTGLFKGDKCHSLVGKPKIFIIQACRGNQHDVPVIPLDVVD
Target sequence (P55212 194-293 limits assumed): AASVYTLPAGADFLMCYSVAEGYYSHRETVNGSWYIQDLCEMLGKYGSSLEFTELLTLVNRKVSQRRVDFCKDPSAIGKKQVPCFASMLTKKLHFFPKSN
ERp5 block – inhibitors of ERp5-driven insulin aggregation, primary screen, biochemical, turbidity, absorbance 650 nm, single point; 350,000 compounds, 0.05% hits; Protein disulfide-isomerase A6 (Homo sapiens), Q15084; 90 min; inhibition, % at 9.99 µM;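 active = mean replicate inhibition above about 25%, with every replicate also reaching it, limit read from the data, passing the limit was not always enough; inconclusive = only one of those two criteria met; inactive = neither criterion met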
ARNT TACC3 PPI – disruptors of ARNT/TACC3 protein interaction, primary screen, biochemical, AlphaScreen, single concentration | AlphaScreen His-ARNT PAS-B/GST-TACC3 binding, luminescence; TACC3 fragment carries E629A point mutation | inhibition, % at 9.99 µM | 390,000 compounds, 0.66% hits;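 active = mean inhibition of replicates at least 50% and at least half of replicates each reaching 50%; inconclusive = half or more replicates reach 50% but mean below 50%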;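 also: 0% = complete ARNT plus TACC3 wells and 100% = ARNT alone without TACC3; many hits fall short of the cut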
PglD DTNB – C. jejuni PglD acetyltransferase inhibitors, primary screen, biochemical, DTNB colorimetric, single point; UDP-N-acetylbacillosamine N-acetyltransferase PglD (Campylobacter jejuni); purified PglD enzyme, DTNB colorimetric CoA detection; inhibition, % at 12.5 µM; 360,000 compounds, 0.098% hits; AID 602405, 2012; in the data active = inhibition above about 16%, passing the limit was not always enough; inconclusive = no clear call, values can overlap the other calls; also: strong numbers were not always called active
RAD52 inh – RAD52 DNA annealing inhibitors, primary screen, biochemical, FRET, single point, set 2; DNA repair protein RAD52 homolog (Homo sapiens), P43351; recombinant RAD52 DNA annealing, FRET fluorescence; inhibition, % at 18.7 µM; 360,000 compounds, 0.46% hits;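 active = every replicate showing at least 50% inhibition; inconclusive = mean inhibition at least 50% but not in every replicate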
RAD54 inh – inhibitors of human RAD54 branch migration, primary screen, biochemical, fluorescence, single point; RAD54 Holliday junction branch migration, FAM/BHQ fluorescence; inhibition, % at 10.4 µM; 360,000 compounds, 0.14% hits; AID 602329, 2012;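 active = mean normalized replicate activity at least 40 and at least half of replicates scoring 40 or more; inconclusive = only one of the two criteria met; inactive = mean below 40 and under half of replicates reaching 40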;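 also: 0% = median of neutral control wells and 100% = median of positive control wells; inhibitors cause a drop in the FAM fluorescence signal; in these data hits start at about 50%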
Target sequence (Q92698 whole entry, looked up): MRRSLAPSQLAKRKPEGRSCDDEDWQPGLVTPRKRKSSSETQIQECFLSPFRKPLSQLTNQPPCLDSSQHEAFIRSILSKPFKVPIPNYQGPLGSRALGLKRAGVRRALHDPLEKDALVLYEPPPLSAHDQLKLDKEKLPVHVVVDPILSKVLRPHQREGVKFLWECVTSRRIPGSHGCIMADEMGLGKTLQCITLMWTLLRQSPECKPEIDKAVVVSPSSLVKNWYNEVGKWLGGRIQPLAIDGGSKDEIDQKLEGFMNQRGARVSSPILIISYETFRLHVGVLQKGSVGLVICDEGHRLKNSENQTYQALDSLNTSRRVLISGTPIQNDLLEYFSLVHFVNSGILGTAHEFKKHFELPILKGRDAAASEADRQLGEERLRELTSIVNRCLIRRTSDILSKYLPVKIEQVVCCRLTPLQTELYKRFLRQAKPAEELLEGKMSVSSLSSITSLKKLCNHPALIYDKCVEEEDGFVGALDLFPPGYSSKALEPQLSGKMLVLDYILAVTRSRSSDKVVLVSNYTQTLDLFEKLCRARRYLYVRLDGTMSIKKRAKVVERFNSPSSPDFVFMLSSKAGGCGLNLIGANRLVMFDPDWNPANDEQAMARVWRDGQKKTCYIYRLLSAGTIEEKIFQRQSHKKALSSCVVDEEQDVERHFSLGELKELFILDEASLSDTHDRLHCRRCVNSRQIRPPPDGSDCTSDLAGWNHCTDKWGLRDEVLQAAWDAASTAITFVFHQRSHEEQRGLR
E-sel inducer – E-selectin induction in HUVECs, primary screen, imaging, HUVEC, immunofluorescence imaging, single point. 260,000 compounds, 0.37% hits. activation, % at 7.58 µM. normalized: neutral wells 0, TNF-alpha wells 100. P16581. AID 686992, 2013;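 active = mean E-selectin-positive cell signal at least 10% of the positive control, reached in at least 60% of replicates, without over 20% cell loss; inconclusive = no rule given, readout overlaps actives, possibly toxicity-flagged; inactive = the rest, including those meeting only one limit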;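 also: in these data hits start at about 27%; measured in HUVEC primary endothelial cells; signal is the percent of cells scored E-selectin positive by PE staining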
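System: HUVEC, human umbilical vein endothelial cells; quantity: 3,000 cells/well; buffer or medium: EGM-2 medium, gelatin-coated wells; dosing: single-point compound dose; detection: immunofluorescence imaging; evaluation: % PE-positive cells; benchmarks: TNF-alpha, DMSO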
esBAF inh – Bmi1 luciferase reporter increase in mESCs, primary screen, esBAF inhibitor project, mouse ES cells, Bmi1 luciferase knock-in, single point. 24 h; 100% = twice the neutral-well signal. reporter increase, % at 12.5 µM. 350,000 compounds, 2% hits; in the data active = activation above about 40%; inconclusive = no clear call, values can overlap the other calls;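 also: 0% = median of the plate's neutral control wells and 100% = double that signal; a rise in the Bmi1 reporter signal indicates esBAF inhibition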
The depositor's hits bear a star; ? = inconclusive; nt = not tested or not shown; & = joins results of further samples.

SMILES	Casp6 inh	ERp5 block	ARNT TACC3 PPI	PglD DTNB	RAD52 inh	RAD54 inh	E-sel inducer	esBAF inh
CCc1ccc(C(O)c2ncc(-c3ccc(Cl)cc3)[nH]2)cc1 (centres undefined)	-5	-3	nt	-4	-7	-12	0.4	15
CCN(C(=O)c1cccc(S(=O)(=O)N(C)C)c1)C12CC3CC(CC(C3)C1)C2	-3	2	4	-5	-13	-14	nt	-1
Cc1cccc(NC(=O)Nc2cccc(C)n2)n1	nt	nt	-1	5	nt	7	nt	13
Cc1ccc(C(=O)C2=C(O)C(=O)N(Cc3ccco3)C2c2ccc(N(C)C)cc2)o1 (centres undefined)	25	0	12	1	-21	6	0.6	5
CCOC(=O)c1c2c([nH]c(=S)c1C#N)CCCC2	0	0	-6	1	-5	-9	2.8	-2
Cc1ncc2c(n1)NC(=O)NC2	0	4	-4	-4	-6	2	nt	nt
COc1ccc(C(=O)C2CCCN(C(=O)C3CCOCC3)C2)c(C)c1 (centres undefined)	0	2	-5	nt	-4	nt	nt	nt
COc1ccccc1-n1cc([C@@H]2C[C@H]3CN(c4ccccc4)C(=O)[C@]34CCCN24)cn1	-2	11	3	nt	-329	nt	nt	nt
CO[C@H]1CN(C)C(=O)c2cc(NC(C)=O)ccc2OC[C@@H](C)N(Cc2ccccn2)C[C@@H]1C	-1	-1	0	2	-5	-3	0.0	0
COc1ccc(C2c3cc(OC)c(OC)cc3CCN2S(C)(=O)=O)cc1OC (centres undefined)	0	2	4	nt	-1	nt	-1.5	nt
N#CCCN(Cc1cccnc1)C(=O)Nc1ccccc1	nt	nt	-5	-1	nt	5	nt	-13
CNC(=O)COC(=O)c1cccc(S(=O)(=O)N2CCN(c3ccc(F)cc3)CC2)c1	4	2	1	-4	-11	-10	0.9	1
COc1ccc(S(=O)(=O)Nc2ccc3c(c2)C(=O)N([C@H](C)CO)C[C@@H](C)[C@@H](CN(C)S(=O)(=O)c2ccc(OC)cc2)OCCCC[C@H](C)O3)cc1	nt	nt	-12	2	nt	-11	0.0	5
COc1cc(OC)c2c3c(c(C4CCCCC4)nc2c1)CCCC3	-5	0	-1	-1	-11	-1	1.6	-6
CCCNC(=O)N1CC2(C1)[C@@H](c1ccccc1)[C@@H](CO)N2C(=O)c1cccnc1	-1	-1	nt	nt	-2	nt	0.3	nt
Cc1noc(C)c1S(=O)(=O)Nc1ccc2c(c1)C(=O)N([C@@H](C)CO)C[C@H](C)[C@H](CN(C)CC1CC1)O2	1	0	-10	-2	4	-4	nt	-6
C[C@H](CO)N1C[C@H](C)[C@@H](CN(C)C(=O)Nc2ccc(F)cc2)Oc2ccc(NC(=O)Nc3ccc(C(F)(F)F)cc3)cc2C1=O	2	-3	-4	3	-13	3	0.2	4
C=CCNC(=S)Nc1ccc(Cl)cc1	14	4	-1	-4	-17	4	nt	3
Cc1cccc(CN2CCc3c(OCC(=O)NCc4ccco4)cccc3C2=O)c1	8	-5	-2	nt	-15	nt	nt	nt
Cc1ccc(S(=O)(=O)N2CCC3(CC2)OCCO3)cc1	-4	2	nt	-2	-7	-5	-0.8	-4
COc1cccc(CNCCNC(=O)c2nonc2N)c1	-4	-1	nt	10	7	-7	nt	-8
CCN(CC)c1nc(-c2ccccc2)nc2c1sc(=S)n2CC	1	1	-3	nt	-12	nt	-1.7	nt
Cc1nccn1CCOc1ccccc1Cl	1	-4	-2	6	16	7	nt	5
N#Cc1cn(-c2ccccc2)nc1C(=O)c1ccccc1	nt	nt	0	0	nt	0	nt	11
COc1ccc(C(=O)NC(C)CCc2ccccc2)cc1 (centres undefined)	-3	1	-4	-2	-1	2	0.2	3
COc1ccc(S(=O)(=O)Nc2ccc3c(c2)C(=O)N([C@@H](C)CO)C[C@H](C)[C@H](CN(C)C(=O)CCCN(C)C)OCCCC[C@@H](C)O3)cc1	0	10	nt	nt	9	nt	0.0	nt
CCCNC(=O)C[C@@H]1C[C@H]2c3cc(NC(=O)NC4CCCC4)ccc3O[C@H]2[C@@H](CO)O1	-4	0	-7	5	-4	-4	-0.1	-11
C[C@H]1CN([C@@H](C)CO)S(=O)(=O)c2ccc(-c3cncnc3)cc2O[C@H]1CN(C)C(=O)c1ccc2c(c1)OCO2	1	8	-2	1	10	9	-0.1	0
COc1ccc(NC(=O)c2ccco2)c(OC)c1	nt	nt	3	-1	nt	21	nt	38
COc1ccc(CN(C)C[C@H]2Oc3ccc(NC(=O)Nc4ccc5c(c4)OCO5)cc3C(=O)N([C@@H](C)CO)C[C@@H]2C)cc1	0	-2	6	-4	2	26	-0.2	-3
O=C(c1c(F)cccc1Cl)N1CCN(S(=O)(=O)c2ccc3c(c2)OCCCO3)CC1	-1	-5	1	2	-13	0	-1.3	-3
CCOC(=O)c1ccc(-n2c(CN(CC)CC)nc3ccc([N+](=O)[O-])cc3c2=O)cc1	30	-2	7	nt	-23	nt	0.1	12
COc1ccc(NC(=O)CC2Oc3ccccc3NC2=O)cc1 (centres undefined)	2	5	-8	-4	-6	-5	nt	4
COc1ccc2nc(N(CCN(C)C)C(=O)c3ccc4ncsc4c3)sc2c1	-11	2	nt	-2	13	6	-0.3	81*
O=C(Nc1ccc2c(c1)[C@@H]1C[C@H](CC(=O)N3CCc4ccccc4C3)O[C@H](CO)[C@@H]1O2)C1CCOCC1	-1	2	-5	1	0	-1	-0.2	-5
Cc1nc2ccc(S(=O)(=O)NC(C(=O)N3CCCC3)C(C)C)cc2s1 (centres undefined)	-3	1	-8	1	-1	6	nt	5
Cc1ccc(-c2cc(C(=O)N/N=C/c3ccccc3)n[nH]2)o1	-1	0	-1	3	-10	6	?	8
N/C(=N\OC(=O)c1ccc(Cl)c([N+](=O)[O-])c1)c1ccccc1	0	5	-8	0	9	2	nt	13
CNC[C@H]1Oc2cc(C#CC3(O)CCCC3)ccc2S(=O)(=O)N([C@H](C)CO)C[C@@H]1C	0	2	-2	-8	-21	10	0.4	-1
Cc1ccc2nc(NC(=O)c3ccc(Cn4cc(Cl)cn4)o3)sc2c1	nt	nt	-4	-1	nt	1	-1.6	24
C=CCN(c1ccccc1OC)S(=O)(=O)c1ccc(Cl)c(C(=O)NCc2ccco2)c1	-1	6	nt	-1	-36	-7	0.1	1
CSc1nnc(-c2ccccc2N=Cc2c(C)[nH]n(-c3ccccc3)c2=O)c(=O)[nH]1	nt	nt	8	-2	nt	-11	nt	1
COCC(=O)Nc1ccc2c(c1)OC[C@H](C)N(Cc1ccncc1)C[C@H](C)[C@H](OC)CN(C)C2=O	1	-1	1	1	2	0	0.1	3
CCOc1cccc(-c2nnc3sc(COc4ccc(Cl)cc4)nn23)c1	nt	nt	-10	6	nt	1	nt	3
COc1ccccc1CCc1nnc(CCC(=O)NC(C)Cc2ccsc2)o1 (centres undefined)	1	3	18	nt	-18	nt	3.5	nt
COc1ccc(NC2CCCN(C(=O)c3ccc(CSC)o3)C2)cc1OC (centres undefined)	1	-3	-2	-4	-8	2	0.0	-4
CN(C)C(=O)C[C@H]1CC[C@@H](NC(=O)C2CC2)[C@@H](CO)O1	-3	-1	-2	6	-6	-4	0.2	2
CN1c2ccc(Br)cc2[C@@H]2[C@@H](CCN2C(=O)CN2CCOCC2)[C@H]1CO	nt	nt	-2	3	nt	8	0.1	4
COc1cccc(CCNC(=O)c2cc(COc3cccc(OC)c3)on2)c1	1	6	nt	nt	-16	nt	0.5	nt
Cc1ccc(NC(=O)C(c2ccccc2)C2CCCC2)cc1 (centres undefined)	-1	3	nt	-7	-23	2	-0.2	-8
COc1cc(C(=O)NCc2ccc(C(=O)NCC(OC)OC)cc2)cc(OC)c1OC	-1	0	-6	nt	5	nt	0.0	nt
COc1ccccc1NC(=S)NNC(=O)c1ccccc1Br	2	4	1	nt	-8	nt	0.2	nt
Cc1ccccc1CCNC(=O)Cn1nc(C)c2c(C)n(-c3ccccc3)nc2c1=O	4	3	-2	-3	-19	-3	nt	-4
CC(C)[C@H](NC(=O)N1CCn2c1nc1ccccc12)C(=O)NCc1ccc(F)cc1	2	2	2	7	-5	0	nt	4
CCc1c(C)nc(SCC(=O)Nc2nc(-c3ccc(OC)cc3)cs2)[nH]c1=O	3	4	12	nt	3	nt	nt	nt
COCCCn1cc(CN2CC(N3CCN(Cc4cccc(C)c4)CC3)CS2(=O)=O)nn1 (centres undefined)	2	4	nt	nt	-10	nt	2.5	nt
COC(=O)CC1COc2ccccc2N1C(=O)c1ccc(Cl)cc1 (centres undefined)	nt	nt	-8	-6	nt	-2	nt	6
CCOC(=O)Cc1cc(=O)n2[nH]c(-c3ccccc3)cc2n1	6	2	-1	0	-10	12	nt	2
COC1=CC(=O)c2c(ccc3ncnc(N)c23)C1=O	100*	4	31*	nt	1	nt	nt	nt
Cc1noc(C)c1NC(=O)N(C)C[C@@H]1Oc2ccc(NC(=O)Nc3ccc(F)cc3)cc2C(=O)N([C@H](C)CO)C[C@H]1C	2	7	-15	6	-9	6	0.0	-1

Further structures
SMILES	Casp6 inh	ERp5 block	ARNT TACC3 PPI	PglD DTNB	RAD52 inh	RAD54 inh	E-sel inducer	esBAF inh
COc1ccccc1-c1ccc([C@H]2[C@@H](CO)N(C(=O)C3CCC3)[C@H]2C#N)cc1	1	0	-6	0	-6	8	0.1	-11
CCOC(=O)c1c(C)[nH]c(C)c1S(=O)(=O)NCC1CCN(Cc2ccc(C)cc2)CC1	-23	-14	3	nt	-25	nt	nt	1
Cc1ccc(C)c(OCC(=O)NNC(=O)c2ccc(NC(=O)C3CC3)cc2)c1	2	9	0	2	-9	1	1.1	nt
COCCNC(=O)CN(C(=O)Cn1nnc2ccccc21)c1cccc(C)c1C	0	6	20	7	-2	6	1.0	1
Cc1onc(-c2ccccc2Cl)c1C(=O)OCC(=O)N1CCCc2ccccc21	nt	nt	-6	-3	nt	5	nt	2
Cc1ccc(-n2ncc3c2CCCC3NC(=O)CCc2cnn(C)c2)cc1C (centres undefined)	-4	3	-4	1	-5	-1	-0.2	0
O=C(NCc1ccccc1)C1=C[C@@H](c2ccc3c(c2)OCO3)C[C@@H](OCc2ccc(CO)cc2)O1	1&2&0	13&-2&6	-4	-1	-2&-45&-5	-15	0.0	-3
CO[C@H]1CN(C)C(=O)c2cccc(C#N)c2OCC[C@H]2CC[C@@H](OC)[C@@H](CN(C)C(=O)[C@@H]1C)O2	-4	11	1	-3	-6	0	-0.1	0
CN1C(=O)c2cc(NC(=O)c3ccc(Cl)cc3)ccc2OC[C@@H]2O[C@H](CC(=O)NCc3cccc(F)c3)CC[C@@H]21	2	-5	12	-1	-21	1	0.2	16
Fc1ccc2cc(CCO[C@H]3CCCCO3)ncc2c1	0	3	-2	-9	-7	-1	0.0	-29
CCOC(=O)C(C)N1C(=O)S/C(=C\c2ccc(-c3ccccc3C(=O)O)o2)C1=O (centres undefined)	60*	-4	3	7	-119	-7	0.1	8

Hits appear at their usual frequency (roughly 3.2% active in at least one column).
